# High-throughput results as filed in PubChem.
# SENP8 inh: SENP8 protease inhibitors, primary screen, biochemical, luminescence | Sentrin-specific protease 8 (Homo sapiens), Q96LD8 | purified SENP8, Z-RLRGG-aminoluciferin cleavage | inhibition, % at 10 µM | hit rate 1.2% among 330,000 | AID 2540, 2010
# 697 NFkB inh: inhibitors of PMA/ionomycin-induced NF-kB reporter, 697 cells, primary screen, B-cell NF-kB inhibitor project, cell-based, luminescence, uHTS; hit rate 0.33% among 330,000; AID 435022, 2010; 697 B-cell NF-kB luciferase reporter, 16 h; inhibition, % at 4 µM; in the data active means inhibition above about 35%
# Apaf-1 inh: inhibitors of human Apaf-1 apoptosome, primary screen, biochemical, DEVD-Rh110 fluorescence, uHTS. reconstituted apoptosome caspase-3 activity. inhibition, % at 20 µM. hit rate 0.71% among 330,000. AID 489030, 2010; active means inhibition of at least 40% at 20 µM;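 further: plate controls were DMSO wells for no effect and DEVD-CHO caspase inhibitor wells for full effect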
#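 Material: reconstituted apoptosome with Apaf-1, cytochrome c, caspase-9, procaspase-3, dATP; medium: pH 7.5 Hepes buffer with CHAPS, BSA, DTT; also added: cytochrome c and DEVD-Rh110 substrate; timing: 30 min plus 50 min, RT; signal: Rh110 fluorescence intensity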
# SENP7 block: SENP7 protease inhibitors, primary screen, biochemical, luminescence, uHTS; Sentrin-specific protease 7 (Homo sapiens), Q9BQF6; hit rate 1.5% among 330,000; inhibition, % at 5 µM; recombinant SENP7, Z-RLRGG-aminoluciferin luminescence, 40 min; AID 434973, 2010;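 active means inhibition above about 50% at the single test dose, limit read from the data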;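 further: plate controls were DMSO with enzyme for no effect and no enzyme buffer wells for full effect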
# Gli-Sufu block: Gli-Sufu pathway antagonists, primary screen, luciferase luminescence, Sufu-KO-LIGHT cells, uHTS; inhibition, % at 5 µM; AID 588413, 2011; Sufu-KO-LIGHT fibroblasts, Gli luciferase reporter luminescence; hit rate 0.74% among 340,000;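 active means inhibition above about 55%, limit read from the data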;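 further: 0% = DMSO-treated cells and 100% = wells with medium but no cells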
# UBC13 polyUb: UBC13 polyubiquitin chain formation inhibitors, primary screen, biochemical, TR-FRET, uHTS | hit rate 0.47% among 330,000 | Ubiquitin-conjugating enzyme E2 N (Homo sapiens), P61088 | inhibition, % at 20 µM | AID 485273, 2010; in the data active means inhibition above about 45%, passing the limit was not always enough
# Target sequence (P61088 whole entry, looked up): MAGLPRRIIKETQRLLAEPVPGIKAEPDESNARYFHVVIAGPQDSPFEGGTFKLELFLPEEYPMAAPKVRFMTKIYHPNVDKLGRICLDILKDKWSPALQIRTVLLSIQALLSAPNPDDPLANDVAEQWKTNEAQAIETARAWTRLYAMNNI
# HKDC1 inhibitor: HKDC1 hexokinase inhibitors, primary screen, biochemical, fluorescence, uHTS. Q2TB90. recombinant HKDC1, G6PDH/diaphorase resazurin coupled fluorescence. inhibition, % at 20 µM. hit rate 0.16% among 340,000. AID 493160, 2011;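 active means inhibition above about 35% when tested at 20 µM, limit read from the data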;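 further: plate controls were DMSO wells with enzyme for no effect and DMSO wells lacking enzyme for full effect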
# Target sequence (Q2TB90 whole entry, looked up): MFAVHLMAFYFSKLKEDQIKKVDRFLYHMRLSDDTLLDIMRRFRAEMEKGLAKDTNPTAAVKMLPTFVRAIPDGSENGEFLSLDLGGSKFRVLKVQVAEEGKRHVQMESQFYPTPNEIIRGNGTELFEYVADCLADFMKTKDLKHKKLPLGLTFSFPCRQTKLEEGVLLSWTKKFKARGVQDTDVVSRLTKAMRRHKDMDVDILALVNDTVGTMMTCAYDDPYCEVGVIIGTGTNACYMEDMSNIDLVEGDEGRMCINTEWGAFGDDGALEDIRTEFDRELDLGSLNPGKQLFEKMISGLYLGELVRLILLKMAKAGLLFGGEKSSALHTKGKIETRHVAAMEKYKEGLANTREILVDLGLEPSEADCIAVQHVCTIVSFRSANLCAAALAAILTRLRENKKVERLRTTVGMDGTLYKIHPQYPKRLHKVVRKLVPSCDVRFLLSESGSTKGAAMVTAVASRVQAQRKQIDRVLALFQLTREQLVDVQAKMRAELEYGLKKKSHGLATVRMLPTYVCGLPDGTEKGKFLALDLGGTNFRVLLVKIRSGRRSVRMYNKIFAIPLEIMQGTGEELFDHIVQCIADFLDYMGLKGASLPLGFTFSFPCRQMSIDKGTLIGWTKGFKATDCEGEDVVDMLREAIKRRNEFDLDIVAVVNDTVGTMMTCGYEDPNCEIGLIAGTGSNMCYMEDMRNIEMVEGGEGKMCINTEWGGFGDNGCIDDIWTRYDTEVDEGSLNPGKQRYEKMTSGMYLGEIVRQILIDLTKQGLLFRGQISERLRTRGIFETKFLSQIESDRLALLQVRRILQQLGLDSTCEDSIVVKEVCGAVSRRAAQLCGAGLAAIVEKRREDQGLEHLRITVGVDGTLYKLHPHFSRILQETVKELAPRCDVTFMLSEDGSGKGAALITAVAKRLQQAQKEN
#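 Test system: recombinant HKDC1 (HK5) hexokinase enzyme, produced in-house / Doses: 20 µM test compound, 1% DMSO / Timing: 90 min, room temperature / Detection: G6PDH/diaphorase-coupled fluorescence, 1 mM NADP, 100 µM resazurin, 525/613 nm / Control set: DMSO wells with and without enzyme mix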
# Jurkat NFkB inh: inhibitors of induced NF-kB luciferase reporter, primary screen, TCR NF-kB activation inhibitor project, cell-based, luminescence, uHTS | inhibition, % at 4 µM | Jurkat, PMA/ionomycin-induced NF-kB luciferase reporter | hit rate 0.53% among 330,000
# * hit, by the source's call; . = not tested or not shown. Unless noted, no stated cut-off is given here; in the data, active means inhibition above about 50%; inactive means the rest.
SMILES,SENP8 inh,697 NFkB inh,Apaf-1 inh,SENP7 block,Gli-Sufu block,UBC13 polyUb,HKDC1 inhibitor,Jurkat NFkB inh
Cc1ccc(S(=O)(=O)NNC(=O)CCC(=O)Nc2ccccc2Cl)cc1,-3,-21,6,-9,-12,-8,-4,-8
CCN(Cc1ccccc1)C(=O)c1cc(S(=O)(=O)N2CCOCC2)cn1C,-10,-6,4,12,-1,-10,-6,6
Cn1ccnc1SCC(=O)Nc1cccc(S(=O)(=O)N2CCCCC2)c1,-2,5,-1,-5,2,3,-9,-6
O=C(OCC(=O)c1ccccc1)C1=NN(c2ccccc2)C(=O)CC1,-8,1,1,-4,-2,-7,0,0
O=[N+]([O-])c1cccc(/C=N/NC2=NS(=O)(=O)c3ccccc32)c1,-6,8,-5,3,0,-4,6,18
C=CCC[C@@H](Cc1ccc(F)cc1)C(=O)OCCNC(=O)[C@@H](CC=C)CC(=O)N(CCO)Cc1ccccc1,6,7,35,3,13,9,-2,20
COc1cccc(C2(c3cccc(OC)c3)CC2C(=O)Nc2ccccc2Cl)c1 (configuration not stated),-1,-81,-6,4,4,-8,-2,19
COc1cccc(CN2CCN(C3CCN(c4cccc(C)c4C)CC3)CC2CCO)c1 (configuration not stated),-4,7,-14,11,16,7,0,19
O=C(NCCN1CCCCC1)c1ccco1,-1,11,-16,-2,1,-2,-4,-1
COc1ccc(OC)c(CC(NC(C)=O)C(=O)NC2CCN(C(=O)c3cccc(C)c3)CC2)c1 (configuration not stated),-1,12,-7,-2,-27,6,-5,-1
O=C1c2sc3nc4ccccc4n3c2C(=O)N1c1ccccc1Cl,-3,2,27,5,3,-18,8,-23
O=C1NC[C@H](c2ccccc2)OC(=O)[C@H](Cc2ccc(F)cc2)C/C=C\C[C@H]1CC(=O)N(CCO)Cc1ccccc1,-12,25,31,-8,9,0,3,11
CSc1nnc(NC(=O)C2CCCCC2)s1,-12,-7,19,-16,3,2,-4,-51
CN(C(=O)C1CCCN(S(=O)(=O)c2cccc([N+](=O)[O-])c2)C1)C1CCS(=O)(=O)C1 (configuration not stated),-9,13,5,-4,-4,-5,-11,-3
CC(=O)[C@H]1CC[C@H]2[C@@H]3CCC4=CC(=O)CC[C@]4(C)[C@H]3[C@H](O)C[C@]12C,3,5,-12,2,3,5,-5,14

# Continued, starting with the last 2 of the part before.
SMILES,SENP8 inh,697 NFkB inh,Apaf-1 inh,SENP7 block,Gli-Sufu block,UBC13 polyUb,HKDC1 inhibitor,Jurkat NFkB inh
CN(C(=O)C1CCCN(S(=O)(=O)c2cccc([N+](=O)[O-])c2)C1)C1CCS(=O)(=O)C1 (configuration not stated),-9,13,5,-4,-4,-5,-11,-3
CC(=O)[C@H]1CC[C@H]2[C@@H]3CCC4=CC(=O)CC[C@]4(C)[C@H]3[C@H](O)C[C@]12C,3,5,-12,2,3,5,-5,14
CC(=O)C1C(c2ccco2)c2c(noc2C)CC1(C)O (configuration not stated),1,22,-7,2,4,10,-2,-3
O=C(Nc1ccc2c(c1)OCO2)c1noc2c1CCCC2,78*,-147,9,81*,-135,2,-3,-121
Cn1c(=O)n(C)c2cc(/C=C(/C#N)C(=O)NCc3ccco3)ccc21,-3,22,-15,-1,3,4,5,15
COc1ccc(CN(C)C(=O)c2ccc(NS(=O)(=O)c3ccc(F)cc3)cc2)c(OC)c1,2,6,14,-2,-3,-4,-4,-14
CCCCCN(C(=O)CSc1n[nH]c(-c2ccc(C)cc2)n1)c1c(N)n(CCCC)c(=O)[nH]c1=O,9,-3,-1,-14,-4,-5,0,-33
O=C(NCCC1CCCCN1S(=O)(=O)c1ccc(F)cc1)C(=O)NCc1ccccn1 (configuration not stated),-3,9,0,-3,-4,2,-2,8
CCn1c(CC(=O)Nc2ccc(Cl)c(Cl)c2)nnc1SCc1ccc(C)cc1,-2,-24,11,0,6,-3,7,-5
NC(=O)c1cc(N=Nc2c(N)[nH]n(-c3c(Cl)cc(Cl)cc3Cl)c2=O)ccc1Cl,2,10,12,10,1,-18,-8,-2
CCCN1Cc2cccc(C(=O)N3CCN(c4cc(Cl)ccc4C)CC3)c2C1=O,8,11,18,7,3,2,2,2
CCOC(=O)C[C@H]1c2cc(F)ccc2S(=O)(=O)N1Cc1ccc(OC)cc1,6,17,-10,1,-3,4,-4,-4
Cc1nc2ccc(S(=O)(=O)NCC(=O)N3CCC(N4CCCCC4)CC3)cc2s1,1,17,-5,8,0,2,-9,-11
Cc1ccccc1NC(=O)Nc1ccccc1C(N)=O,-5,4,-3,3,-6,-21,-9,-22
Fc1ccc(Cn2c(SCc3ccc(F)c(F)c3)nnc2C(F)(F)F)cc1,-4,-19,10,-7,3,9,4,-1
CCN(CC)C(=O)c1nc[nH]c1C(=O)N(CC)CC,7,6,-8,-7,-14,19,3,9
Cc1ccc(C(NC(=O)N2CCOCC2)C(Cl)Cl)cc1F (configuration not stated),-9,12,-6,-6,-6,-12,13,-7
C/C(=N\NC(=O)c1c[nH]c2ccccc12)c1ccco1,0,-32,-9,1,-46,1,-8,-51
Cc1ccc(N2CC(C(=O)Nc3nnc(SCCN4CCOCC4)s3)CC2=O)cc1C (configuration not stated),1,-2,12,7,2,-8,0,-6
c1ccc(CNCc2ccc3c(c2)OCO3)nc1,-12,-28,3,-1,-13,-15,-10,-16
O=C(O)CCCSc1nccn1-c1ccccc1,-5,21,-1,-2,-6,3,7,0
COc1cccc(Nc2nc(-c3sc(NC(=O)CC(C)C)nc3C)cs2)c1,3,-1,9,7,-9,-17,1,3
CCN(CC(=O)Nc1ccc(NC(C)=O)cc1)C(=O)c1cn(-c2ccccc2)nc1-c1cccs1,1,12,8,2,1,1,6,0
CC(C)CCn1c(O)c(N=NC(=O)Cn2ccc(C(F)(F)F)n2)c2ccccc21,-3,5,4,0,6,3,-11,1
O=C(NCCc1ccccc1)C1CCCN1C(=O)Nc1ccc(F)cc1 (configuration not stated),-1,17,-43,-3,13,2,4,16
N#Cc1ccccc1NC(=O)CN(Cc1ccccc1)Cc1ccccc1,8,7,20,-2,4,2,3,14
CCCC(=O)N(CCN1CCOCC1)c1nc2c(F)cc(F)cc2s1,-3,-14,-5,-2,-2,-2,-4,-20
COc1ccc(OC)c(/C=N/NC(=O)c2cc[n+](CC(=O)c3ccccc3)cc2)c1,-7,17,12,-5,0,-10,1,-10
O=C(Nc1ccc(CN2CCOCC2)cc1)c1cccs1,-4,-20,-17,-3,-35,8,2,-46
Cc1ccc(C(=O)N2CCN(c3ccc(NC(=O)Cc4ccccc4)cc3)CC2)cc1,-3,-1,-2,0,-3,6,-3,22
COc1ccc(CSc2n[nH]c(C)n2)cc1Br,-5,2,-2,3,27,1,-5,-1
COc1ccc(OCc2nc3c4cc(OC)c(OC)cc4nc(=S)n3[nH]2)cc1,-4,25,-7,3,3,59*,-2,13
Cc1ccc(-n2nnnc2-c2cnn(-c3cccc(F)c3)c2C(F)(F)F)cc1,8,1,18,5,9,5,4,5
Cc1ccc(C(=O)c2coc3ccc(OCC(=O)O)cc23)cc1,33,-8,0,29,-3,0,1,-31
Cc1ccc(NC(=O)OCCN2CCN(S(=O)(=O)c3ccc(C)cc3)CCC2=O)cc1,-1,3,11,5,-1,-2,-1,11
O=S1(=O)C[C@H]2NC(=S)N(c3ccccc3)[C@H]2C1,0,2,-6,6,3,8,-4,8
O=C(CNC(=O)c1ccc(Br)o1)Nc1cccc(S(=O)(=O)N2CCCC2)c1,-14,-5,9,-12,-4,0,-1,21
CCN(C[C@H]1N[C@@](Cc2ccccc2)(C(=O)OC)[C@H]2C(=O)N(C)C(=O)[C@@H]12)S(=O)(=O)c1ccc(C(F)(F)F)cc1,8,22,10,5,12,0,-6,20
Cc1cn(C2OC(COC(=O)c3ccccc3)C(O)C2Cl)c(=O)[nH]c1=O (configuration not stated),-2,4,12,9,-6,-1,-10,-5
CC1Cc2ccccc2N1C(=O)COC(=O)/C=C/c1ccc(F)cc1 (configuration not stated),1,-3,22,1,7,-4,-5,-9
COc1ccc(CNc2nc3ccccc3n2C(C)C)c(O)c1,-1,-8,6,3,5,28,2,16
O=C(O)CC(NC(=O)/C(=C/c1ccccc1)NC(=O)c1ccccc1)c1ccccc1 (configuration not stated),-15,-10,-6,13,-8,-6,2,-16
COc1cc(Cl)c(C)cc1NC(=O)CSc1nnc(-c2ccccn2)n1Cc1ccco1,-4,-5,32,5,-5,3,-11,9
Cc1c(NC(=O)CCC2CCCCC2)c(=O)n(-c2ccccc2)n1C,8,10,-4,5,4,2,6,9
O=C(CSc1nnc(-c2ccncc2)n1-c1ccccc1Cl)Nc1ccc(C(=O)O)cc1,-7,3,2,-9,-6,4,3,-5
Cc1cc(NC(=O)CSc2nnc(Cn3c(=O)sc4ccccc43)n2-c2ccccc2C)no1,-2,-4,-6,15,5,2,-1,-13
Cc1ccc(N2CC(C(=O)N3CCC(C(=O)Nc4nnc(C(C)(C)C)s4)CC3)CC2=O)cc1 (configuration not stated),6,25,-384,-2,-13,0,1,22
CC(C)CNC(=S)NC(=O)c1ccc(Cl)cc1,-10,-106,7,-6,.,12,-4,-41
O=C(NCCNC(=O)c1cccc(O)c1)c1cccc(O)c1,17,11,-2,2,16,5,0,-1
Cc1oc(S(=O)(=O)N2CCCCC2)cc1NC(=O)Nc1ccc(F)cc1,-10,-5,-2,-6,0,-5,2,-7
CCSc1nnc(NC(NC(=O)c2ccco2)(C(F)(F)F)C(F)(F)F)s1,3,12,-5,-1,25,3,8,-8
CC(C)(C)C(=O)Cn1nnc(-c2ccc(C(F)(F)F)cc2)n1,1,-4,0,-2,5,7,0,10
CC(C)=CCN1CCN(Cc2cccn2-c2ncccn2)CC1CCO (configuration not stated),-8,2,-6,-10,51,-8,1,-8
O=S1(=O)N=C(Oc2cccc3ccccc23)c2ccccc21,-3,-26,-3,-4,7,0,15,8
CCOC(=O)C1=C(C)NC(=O)NC1c1ccc(-c2ccc(Cl)cc2)o1 (configuration not stated),1,-8,14,-1,11,7,-10,13
COc1cccc(N2C(=O)CC(N3CCC(c4nc5ccccc5[nH]4)CC3)C2=O)c1 (configuration not stated),6,3,-7,-5,1,4,-4,1
O=C(NNC(=O)C1C2C=CC(C2)C1C(=O)O)c1cc(Cl)ccc1O (configuration not stated),6,-3,9,-6,-21,15,-10,-3
CCCCC1CCC(C(=O)OC(C)C(=O)Nc2ccc(NC(C)=O)cc2)CC1 (configuration not stated),1,-7,4,3,-5,-1,0,0
COc1ccc(NC(=O)CCNS(=O)(=O)c2cccc3nsnc23)c(OC)c1,2,10,3,1,-5,4,-4,-12
O=C(Nc1ccc(C(F)(F)F)cc1)c1cc(S(=O)(=O)NCC2COc3ccccc3O2)ccc1F (configuration not stated),-6,12,14,5,1,18,1,14
COc1cc(Br)cc(/C=N/c2ncn[nH]2)c1O,0,7,11,-1,-1,5,-1,-10

# Fetched by structure from above:
SMILES,SENP8 inh,697 NFkB inh,Apaf-1 inh,SENP7 block,Gli-Sufu block,UBC13 polyUb,HKDC1 inhibitor,Jurkat NFkB inh
O=C(NNC(=O)C1C2C=CC(C2)C1C(=O)O)c1cc(Cl)ccc1O (configuration not stated),6,-3,9,-6,-21,15,-10,-3
COc1cccc(CN2CCN(C3CCN(c4cccc(C)c4C)CC3)CC2CCO)c1 (configuration not stated),-4,7,-14,11,16,7,0,19
Cc1cc(NC(=O)CSc2nnc(Cn3c(=O)sc4ccccc43)n2-c2ccccc2C)no1,-2,-4,-6,15,5,2,-1,-13
